Source: PubChem BioAssay (several laboratories)
MC4R ag barr – human MC4R agonism via beta-arrestin; P32245; U2OS MC4R beta-arrestin complementation, luminescence; percent of melanotan II response, DMSO zero; activation, % at 8.9 µM; 360,000 compounds, 0.98% hits; AID 540308;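 active = activation above a per-plate cutoff, the mean activation of sample wells on that plate plus 3 SD, cut at about 8% in these data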
Target sequence (P32245 whole entry, looked up): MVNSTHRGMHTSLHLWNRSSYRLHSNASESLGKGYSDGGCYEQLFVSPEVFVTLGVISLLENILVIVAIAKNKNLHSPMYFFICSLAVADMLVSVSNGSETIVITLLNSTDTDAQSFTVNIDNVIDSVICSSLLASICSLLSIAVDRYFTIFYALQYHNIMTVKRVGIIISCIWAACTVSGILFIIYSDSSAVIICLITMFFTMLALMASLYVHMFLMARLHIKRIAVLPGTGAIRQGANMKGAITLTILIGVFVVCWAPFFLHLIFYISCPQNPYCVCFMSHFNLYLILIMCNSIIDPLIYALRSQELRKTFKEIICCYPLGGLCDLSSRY
NOD2-RIPK2 inh – NOD2-RIPK2 protein interaction inhibition. CHO BLA complementation NOD2-RIPK2, CCF4 ratio. 360,000 compounds, 0.38% hits. AID 624267. inhibition, % at 4.98 µM; in the data active = inhibition above about 21%;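 note: 0% = vehicle only and 100% = reference blocker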
Target sequence (O43353 whole entry, looked up): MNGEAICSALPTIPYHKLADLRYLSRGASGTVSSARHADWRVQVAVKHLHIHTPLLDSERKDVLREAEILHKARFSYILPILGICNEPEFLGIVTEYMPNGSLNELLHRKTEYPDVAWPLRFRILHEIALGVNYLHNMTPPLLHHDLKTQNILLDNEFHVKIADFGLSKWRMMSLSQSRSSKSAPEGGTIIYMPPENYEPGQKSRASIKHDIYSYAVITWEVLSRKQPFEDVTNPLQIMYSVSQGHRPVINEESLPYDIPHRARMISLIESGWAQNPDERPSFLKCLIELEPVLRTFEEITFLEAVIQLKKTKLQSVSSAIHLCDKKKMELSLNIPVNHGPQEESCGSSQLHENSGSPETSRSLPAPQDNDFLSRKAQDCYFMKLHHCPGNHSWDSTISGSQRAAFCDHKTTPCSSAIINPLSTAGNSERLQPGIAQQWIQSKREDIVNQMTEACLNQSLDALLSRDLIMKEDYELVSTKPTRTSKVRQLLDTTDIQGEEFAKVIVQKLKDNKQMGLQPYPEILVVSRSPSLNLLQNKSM
TLR9-MyD88 block – blocks human TLR9 binding to MyD88 | Q9NR96+Q99836 | AID 504734 | inhibition, % at 4.98 µM | 340,000 compounds, 0.21% hits | CHO BLA complementation TLR9-MyD88, CCF4 FRET ratio;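 active = inhibition above the mean over all tested compounds plus 3 SD, cut at about 21% in these data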;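 note: 0% = DMSO only wells and 100% = clavulanate BLA inhibitor control wells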
aDG glyco act – alpha-DG glycosylation activation. Pro5-aDG cells, alpha-DG glycosylation AlphaScreen (IIH6); 0% Pro5, 100% B10-LARGE cell signal. activation, % at 10 µM. 360,000 compounds, 0.22% hits;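 active = activation of at least 8% versus controls, or a plate z-score of at least 8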;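 note: Pro5 are CHO cells carrying HIG-tagged alpha-DG that lacks glycosylation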
N-glyco inh – blocks N-linked glycosylation in D54 reporter cells; D54 ERlucT glycosylation luciferase reporter, 24 h; percent of 100 nM tunicamycin response; reporter increase, % at 12.5 µM; 360,000 compounds, 0.23% hits;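 active = mean luciferase reporter signal, scaled so untreated is 0 and the glycosylation-blocking control 100, at or above a set limit in every replicate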;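 note: luciferase carries N-glycosylation sites so blocking glycosylation raises the light; 0% = median of neutral control wells and 100% = median of 100 nM tunicamycin wells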
ABCB6 inh MLPCN – human ABCB6 transporter inhibition; fluorescence ratio to DMSO, % at 10 µM; Q9NP58; K562-ABCB6 porphyrin accumulation, flow cytometry, 1 h; stronger effect = lower value; AID 602162; 360,000 compounds, 0.19% hits;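 active = fluorescence ratio to DMSO below 75%, the collection mean minus 3 SD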;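 note: signal is porphyrin accumulated inside mitochondria; 100% equals median channel fluorescence of DMSO control wells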
MC4R antag cAMP – blocks human MC4R cAMP signaling; P32245; inhibition, % at 6.5 µM; MC4R-expressing cells, MTII-stimulated cAMP, LANCE TR-FRET; 360,000 compounds, 0.48% hits;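 active = inhibition above its plate's cutoff, the mean of tested wells on that plate plus 3 SD, cut at about 29% in these data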;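 note: 0% = Melanotan II alone and 100% = Melanotan II plus saturating MCL0020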
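Assay system: U2OS cells stably expressing human melanocortin 4 receptor (MC4R) / Dosing: 6.5 µM / Timing: compound 30 min, challenge 1 h, detection 1 h / Measured by: Eu-cAMP/anti-cAMP TR-FRET, emission 671 nm / Replicates: singlicate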
Exocytosis inh – lytic granule exocytosis inhibition; inhibition, % at 10 µM; AID 651702; TALL-104 LAMP-1 surface exposure, flow cytometry; cells stimulated with thapsigargin and PMA; 360,000 compounds, 0.66% hits;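 active = inhibition above about 55%, limit read from the data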
Vif inh – blocks HIV Vif function. inhibition, % at 7.49 µM. 340,000 compounds, 0.35% hits. HEK293T cells, Vif self-association by quenched fluorescence, imaging, 24 h. AID 602346; in the data active = inhibition above about 50%, passing the limit was not always enough; note: some results filed as inactive read as strong as hits
ABHD5-PLIN5 inh – ABHD5-PLIN5 protein interaction inhibition | Q00G26+Q8WTS1 | Split G. princeps luciferase complementation, luminescence, 4 h | inhibition, % at 4 µM | 360,000 compounds, 0.78% hits;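 active = inhibition above the mean inhibition across every tested compound plus 3 SD, cut at about 22% in these data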;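 note: 0% = DMSO only wells and the 100% control is not disclosed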
* hit, by the source's call; · = no result given. An excerpt, so the mix of outcomes need not match the whole.

SMILES	MC4R ag barr	NOD2-RIPK2 inh	TLR9-MyD88 block	aDG glyco act	N-glyco inh	ABCB6 inh MLPCN	MC4R antag cAMP	Exocytosis inh	Vif inh	ABHD5-PLIN5 inh
CC(C)n1nc(C(=O)Oc2ccc(Cl)cc2)c2ccccc2c1=O	2.3	-13.8	1.1	0.0	-1.7	98.0	7.9	0.9	4.3	0.3
N#C/C(=C/c1ccc2c(c1)OCO2)C(=O)NCCc1c[nH]c2ccccc12	3.5	10.7	0.0	0.1	1.7	95.0	1.2	36.3	2.5	9.4
C=CCNC(=O)c1onc(CSc2cccc(Cl)c2)c1C(=O)O	-0.5	-6.2	-4.2	-0.1	2.4	100.0	6.6	-5.3	-2.9	4.5
CC(C)n1c(SCC(=O)N2CCCCC2)nc2c1c(=O)n(C)c(=O)n2C	0.4	1.5	-1.1	0.1	-1.0	96.0	25.3	1.1	-3.4	-10.3
O=C(O)CCC(=O)NNc1ccccc1[N+](=O)[O-]	-0.3	2.7	-7.0	-0.2	2.6	99.0	5.6	5.8	-1.8	2.6
O=C(Cn1cccn1)N1CCCC(Nc2ccc(F)c(F)c2)C1 (configuration not stated)	0.1	6.2	3.8	-0.2	1.0	96.0	9.2	3.3	-1.6	1.2
COc1ccc(NC(=S)N/N=C/c2cccn2Cc2ccccc2F)cc1	10.2*	-3.5	-3.9	0.5	-4.7	96.0	12.8	0.5	-9.9	1.1
CCOC(=O)c1[nH]ncc1CN1CCCC(C(=O)c2ccc(OC)cc2C)C1 (configuration not stated)	-0.5	3.0	3.3	0.0	-2.3	98.0	-1.4	3.8	·	-0.6
CCOC(=O)CSc1nnc(COc2cccc(C)c2)o1	-0.6	-2.1	·	-0.4	0.3	103.0	20.8	2.5	-10.2	-2.3
Cc1ccc(-c2nnn(CC(=O)NCc3ccccc3)n2)c(-n2cnnn2)c1	-0.2	-2.3	5.8	0.1	0.3	99.0	2.5	-11.3	-7.7	1.2
COc1ccc(S(=O)(=O)Cc2ccc(C(=O)NCc3cccs3)o2)cc1	-0.1	-8.2	1.2	-0.3	-1.8	99.0	6.7	-4.8	8.3	2.8
COc1ccc(Cn2cc(CN3CCc4onc(-c5ccccc5OC)c4C3=O)nn2)cc1	·	-3.4	·	0.2	·	102.0	·	-1.2	·	3.7
COc1cc2cnc(-c3ccccc3F)cc2cc1OC	1.5	3.5	1.8	0.0	4.7	97.0	-2.6	2.5	·	-6.0
CN1CCN(S(=O)(=O)c2cccc(C(=O)Nc3cccc([N+](=O)[O-])c3)c2)CC1	-2.3	-0.7	1.9	0.0	1.8	102.0	-1.5	2.6	-17.5	0.5
O=C(NCC(c1ccco1)N1CCCCC1)c1ccc(COc2ccccc2)cc1 (configuration not stated)	0.0	-0.1	5.6	0.4	-4.3	94.0	1.1	11.7	-1.3	3.9
O=C(O)c1nn(CC(=O)N2CCN(S(=O)(=O)c3ccc(Cl)cc3)CC2)c(=O)c2ccccc12	-1.2	-1.9	1.8	0.0	1.9	100.0	2.4	3.3	·	-1.3
O=C(O)c1ccc(NC2=C(Cl)C(=O)c3ccccc3C2=O)cc1	-3.8	-9.1	3.7	0.6	-0.6	91.0	10.5	70.5*	-16.0	3.2
CCCC(C(=O)n1nc(C)cc1C)C(NS(=O)(=O)c1ccc(C)cc1)c1ccccc1 (configuration not stated)	5.5	-3.0	-7.9	-0.1	-7.7	101.0	34.4*	66.0*	·	-16.2
Cc1ccc(CCNC(=O)C2CCN(S(=O)(=O)N3CCOCC3)CC2)cc1	-0.7	-0.9	-15.1	-0.1	1.6	95.0	3.1	-1.6	-7.1	-6.2
Cc1cc(C)cc(OC(=O)c2cccnc2)c1	2.0	2.2	-4.8	-0.2	1.9	102.0	18.8	-1.0	-2.2	-4.3
Cc1cn(-c2cccnc2)c(C)c1CNC[C@H]1O[C@@H](n2cnc3c(N)ncnc32)[C@H](O)[C@@H]1O	1.0	-3.9	1.0	-0.2	0.7	95.0	-0.4	-15.3	-1.9	4.7
O=S(=O)(NCc1ccncc1)c1ccc(S(=O)(=O)NCC2CCCO2)cc1 (configuration not stated)	-0.8	-6.2	2.2	0.2	-1.7	535.0	-4.7	-2.3	-11.5	-0.3
COc1ccc(NC(=O)N(Cc2ccc(C)cc2)Cc2ccccn2)c(OC)c1	1.9	11.7	-2.8	0.1	-2.5	103.0	-3.6	-2.3	-5.9	5.5
Cc1sc2ncnc(-n3cnc4ccccc43)c2c1C	-1.9	-7.6	-5.2	-0.1	-6.2	101.0	10.5	2.4	0.0	2.2

Among those listed so far, these have an NH in an aromatic ring.
SMILES	MC4R ag barr	NOD2-RIPK2 inh	TLR9-MyD88 block	aDG glyco act	N-glyco inh	ABCB6 inh MLPCN	MC4R antag cAMP	Exocytosis inh	Vif inh	ABHD5-PLIN5 inh
N#C/C(=C/c1ccc2c(c1)OCO2)C(=O)NCCc1c[nH]c2ccccc12	3.5	10.7	0.0	0.1	1.7	95.0	1.2	36.3	2.5	9.4
CCOC(=O)c1[nH]ncc1CN1CCCC(C(=O)c2ccc(OC)cc2C)C1 (configuration not stated)	-0.5	3.0	3.3	0.0	-2.3	98.0	-1.4	3.8	·	-0.6

(further entries)
SMILES	MC4R ag barr	NOD2-RIPK2 inh	TLR9-MyD88 block	aDG glyco act	N-glyco inh	ABCB6 inh MLPCN	MC4R antag cAMP	Exocytosis inh	Vif inh	ABHD5-PLIN5 inh
COc1ccc2nc3n(c(=O)c2c1)-c1ncccc1C(=O)NC3C (configuration not stated)	-0.6	-1.2	3.7	0.4	0.1	102.0	5.4	-3.1	-4.0	-7.0
COc1ccc(/C(C)=N/NC(=O)c2sccc2-n2cccc2)cc1	-2.1	2.6	3.2	0.1	1.5	100.0	9.6	-7.6	2.2	-2.2
O=C(Nc1ccc(Cl)c(S(=O)(=O)N2CCCCC2)c1)c1cccnc1	2.1	-26.2	0.1	0.8	-1.6	101.0	3.0	3.5	-0.9	11.3
COC(=O)Cc1ccc(NC(=S)NCCC(C)C)cc1	-1.3	-4.6	1.4	-0.2	-0.3	99.0	21.2	7.4	-2.6	-2.0
Clc1ccccc1OCc1nnc(-c2ccccc2Br)o1	0.2	-3.8	-1.5	0.0	-3.9	85.0	1.4	-0.2	-14.1	-3.4
CCOc1ccc(N(CC(=O)Nc2ccccc2)S(C)(=O)=O)cc1	-3.2	1.6	-3.5	0.0	-1.2	94.0	4.2	-3.4	8.1	-0.4
CCN(CC)c1ccc(-c2nc3cnccc3n2C)cc1	-0.4	-5.6	-6.6	1.6	-2.0	105.0	7.3	1.3	-0.9	2.3
CC(=O)NC(NC(=S)Nc1ccc(N=Nc2ccccc2)cc1)C(Cl)(Cl)Cl (configuration not stated)	-2.1	-1.9	-2.3	2.0	-2.4	98.0	9.7	1.1	6.4	2.7
Cc1ccc2oc3c(SCc4nc5ccccc5[nH]4)nc(C)nc3c2c1	-0.9	-8.5	11.8	0.1	-1.4	96.0	-2.9	-14.9	-3.3	-17.6
CN(Cc1cccc(-n2cccn2)c1)Cc1cn(C)nc1-c1ccccc1F	-1.2	-9.7	3.0	0.1	-0.4	100.0	-5.4	-0.9	-11.5	-5.0
CCCCN(C)C(=O)c1cn(CC)c2nc(C)ccc2c1=O	-1.1	5.8	-3.4	-0.1	0.1	97.0	-2.0	1.4	-13.5	3.8
N/C(CC(=O)Nc1cc(C(F)(F)F)ccc1Cl)=N\O	1.9	-8.8	4.0	-0.1	2.3	97.0	14.4	-3.9	-1.1	-10.8

Compound profiles, from the list above. Order of screens: MC4R ag barr, NOD2-RIPK2 inh, TLR9-MyD88 block, aDG glyco act, N-glyco inh, ABCB6 inh MLPCN, MC4R antag cAMP, Exocytosis inh, Vif inh, ABHD5-PLIN5 inh
`CCN(CC)c1ccc(-c2nc3cnccc3n2C)cc1` is listed as -0.4, -5.6, -6.6, 1.6, -2.0, 105.0, 7.3, 1.3, -0.9, 2.3
`CCOc1ccc(N(CC(=O)Nc2ccccc2)S(C)(=O)=O)cc1` is listed as -3.2, 1.6, -3.5, 0.0, -1.2, 94.0, 4.2, -3.4, 8.1, -0.4

Further compounds.
SMILES	MC4R ag barr	NOD2-RIPK2 inh	TLR9-MyD88 block	aDG glyco act	N-glyco inh	ABCB6 inh MLPCN	MC4R antag cAMP	Exocytosis inh	Vif inh	ABHD5-PLIN5 inh
CN1CCc2c(sc3c2C(=O)NC(c2cccs2)N3)C1 (configuration not stated)	-1.0	-9.6	4.2	0.2	-0.1	114.0	-14.8	1.7	79.8*	-5.5
COc1cccc(NC(=O)CN(C)CC(=O)Nc2ccc(Cl)cc2[N+](=O)[O-])c1	2.2	1.1	-4.6	0.2	-2.2	102.0	10.3	1.7	1.2	2.1
CC(C)Oc1ccc(CNC(=O)C2CCCN(S(=O)(=O)N3CCOCC3)C2)cc1 (configuration not stated)	-2.0	2.3	-7.4	1.0	-0.9	97.0	0.0	1.2	1.1	-5.9
CC(NC(=O)CC1SC(N)=NC1=O)c1ccccc1 (configuration not stated)	-2.5	8.8	-63.5	0.1	0.9	96.0	2.0	-0.2	3.3	-1.8
COc1ccc(C)cc1NC(=O)CSc1cccc[n+]1[O-]	0.0	-5.7	-9.2	-0.1	1.5	98.0	5.2	-1.7	-4.3	-6.6
Clc1ccc(Cn2ncc3c(NCc4cccnc4)ncnc32)cc1	0.2	9.9	-9.1	2.5	-1.6	99.0	5.3	3.7	-17.3	1.9
O=C(C1CCCO1)N1CCN(C(=S)Nc2ccc(Cl)cc2Cl)CC1 (configuration not stated)	1.0	0.5	6.2	-0.1	-0.4	95.0	1.0	-1.4	9.0	2.8
CCCCn1c(N)c(N(CCOC)C(=O)c2sc3cc(F)ccc3c2Cl)c(=O)[nH]c1=O	-2.0	3.1	-1.2	-0.1	1.0	93.0	9.2	0.2	·	-2.0
CCOC(=O)C1=C(C)N(C)C(=S)N(C)C1c1ccc(OC)cc1 (configuration not stated)	-0.9	-1.1	-5.3	-0.2	-0.7	102.0	7.9	-2.9	6.2	-2.5
Cc1c(C(=O)N(Cc2ccccc2)C(C)C)oc2ccc(S(=O)(=O)N3CCOCC3)cc12	-0.2	-7.2	-1.6	1.1	0.8	114.0	8.2	1.3	-7.0	1.0
C[C@H](NC(=O)c1[nH]cnc1C(=O)Nc1cccc(Cl)c1)c1ccccc1	3.0	-11.9	-7.6	0.5	2.6	99.0	4.7	0.0	-4.6	-3.5
CCOC(=O)c1c(C)[nH]c(C(=O)COC(=O)c2ccc(O)cc2)c1C	2.9	-6.4	-2.5	0.0	-0.8	100.0	-0.4	-4.1	-0.4	-7.2
Nc1nonc1-n1nnc(C(=O)c2ccccc2)c1-c1ccccc1	-0.9	9.4	-4.3	0.3	-0.6	103.0	0.2	6.0	2.7	-1.2
O=C(CNC(=O)c1ccc(Br)o1)NCc1ccc(Cl)cc1Cl	-2.2	-4.5	3.6	-0.4	-1.8	98.0	-1.4	9.2	7.1	-4.1
Cc1ccc(NC(=O)CCNS(=O)(=O)c2cccc3nsnc23)cc1	-2.0	-8.5	-0.2	0.0	2.7	98.0	2.7	-3.9	9.5	-0.8
